Source: PubChem
Rv3671c inh: inhibits the M. tuberculosis serine protease Rv3671c; 320,000 compounds, 0.048% hits; AID 2606; inhibition, % at 5.96 µM; in the data active = inhibition above about 38%;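 note: extracellular domain of Rv3671c used as enzyme; 0% = enzyme with DMSO and 100% = no enzyme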
Target sequence (P9WHR9 whole entry, looked up, the tested form may be a part): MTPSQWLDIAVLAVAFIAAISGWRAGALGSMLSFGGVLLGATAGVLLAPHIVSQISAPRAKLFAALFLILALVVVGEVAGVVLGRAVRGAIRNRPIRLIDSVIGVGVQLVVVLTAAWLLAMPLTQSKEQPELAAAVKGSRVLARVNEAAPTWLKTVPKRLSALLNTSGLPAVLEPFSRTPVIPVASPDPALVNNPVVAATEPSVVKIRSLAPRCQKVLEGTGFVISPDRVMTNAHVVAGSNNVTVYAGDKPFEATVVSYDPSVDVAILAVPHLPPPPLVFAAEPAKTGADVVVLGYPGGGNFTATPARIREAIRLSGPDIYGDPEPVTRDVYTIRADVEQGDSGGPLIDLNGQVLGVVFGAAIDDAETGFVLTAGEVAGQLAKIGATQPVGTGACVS
Mtb FBA inh: inhibitors of M. tuberculosis fructose-bisphosphate aldolase. 360,000 compounds, 2.3% hits. P9WQA3. purified M. tuberculosis FBA, fluorescence read-out. inhibition, % at 1 µM; in the data active = inhibition above about 27%;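 note: 0% = vehicle and 100% = reference inhibitor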
BioA inh: BioA (M. tuberculosis) enzyme inhibition; inhibition, % at 9.99 µM; purified M. tuberculosis BioA enzyme, plate reader; 360,000 compounds, 0.096% hits; in the data active = inhibition above about 40%; inconclusive = no clear call, values can overlap the other calls
FadD28 FP inh: M. tuberculosis FadD28 bisubstrate binding inhibition. FadD28 bisubstrate probe binding, fluorescence polarization. 360,000 compounds, 0.22% hits. AID 588549. inhibition, % at 12.5 µM; in the data active = inhibition above about 8.5%, passing the limit was not always enough; inconclusive = no clear call, values can overlap the other calls
GDH-TPI inh: inhibits GDH-TPI coupling enzymes, artifact for Mtb FBA screen; 360,000 compounds, 1.2% hits; GDH-TPI coupled enzyme counterscreen, NADH absorbance; AID 588335; inhibition, % at 4.8 µM; in the data active = inhibition above about 30%;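 note: 0% = DMSO wells and 100% = wells lacking the enzyme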
UGM FP inh: inhibitors of M. tuberculosis UDP-galactopyranose mutase; P9WIQ1; purified UGM, fluorescence polarization probe displacement; inhibition, % at 10 µM; 320,000 compounds, 0.06% hits; AID 504406; in the data active = inhibition above about 10%, passing the limit was not always enough; inconclusive = no clear call, values can overlap the other calls
Target sequence (P9WIQ1 whole entry, looked up): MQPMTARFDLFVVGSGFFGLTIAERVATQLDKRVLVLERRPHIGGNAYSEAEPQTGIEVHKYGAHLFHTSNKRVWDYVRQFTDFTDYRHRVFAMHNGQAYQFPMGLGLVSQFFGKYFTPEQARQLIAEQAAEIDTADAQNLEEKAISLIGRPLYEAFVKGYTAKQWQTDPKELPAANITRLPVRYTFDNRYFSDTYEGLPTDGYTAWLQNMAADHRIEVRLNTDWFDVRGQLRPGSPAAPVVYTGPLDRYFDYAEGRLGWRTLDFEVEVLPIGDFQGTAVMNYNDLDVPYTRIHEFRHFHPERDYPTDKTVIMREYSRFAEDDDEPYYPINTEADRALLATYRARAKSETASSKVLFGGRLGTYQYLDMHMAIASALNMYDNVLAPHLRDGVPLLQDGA
BoNT-F LC inh: inhibitors of Botulinum neurotoxin F light chain protease; Multiplex microsphere protease cleavage assay, flow cytometry; inhibition, % at 10 µM; 360,000 compounds, 0.22% hits; in the data active = inhibition above about 35%, passing the limit was not always enough; inconclusive = no clear call, values can overlap the other calls; note: plate controls were buffer without enzyme for full effect and enzyme alone for no effect
MazF activator: increases E. coli MazEF RNase cleavage of RNA. AID 504720. FAM/BHQ RNA-DNA oligo cleavage fluorescence, 5 h. activation, % at 20 µM. 350,000 compounds, 0.32% hits. P0AE70; in the data active = activation above about 50%
Target sequence (P0AE70 whole entry, looked up): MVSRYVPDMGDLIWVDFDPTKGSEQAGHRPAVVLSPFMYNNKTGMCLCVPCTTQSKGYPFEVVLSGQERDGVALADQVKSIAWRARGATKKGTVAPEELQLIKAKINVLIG
PrPC surface inh: reduces human prion protein on the cell surface; P04156; cell surface PrPC, TR-FRET read-out; inhibition, % at 13.8 µM; 370,000 compounds, 0.43% hits; in the data active = inhibition above about 24%; note: 0% = median of the test wells and 100% = reference compound wells
Starred values were filed as active, the others as inactive; ? = inconclusive; · = not tested or not shown; + = active, no number; & = joins results of further samples. Compounds as they come (roughly 4.8% active in at least one column).

SMILES	Rv3671c inh	Mtb FBA inh	BioA inh	FadD28 FP inh	GDH-TPI inh	UGM FP inh	BoNT-F LC inh	MazF activator	PrPC surface inh
COc1ccc(C2C(C#N)=C(N)OC3=C2C(=O)CCC3)c(OC)c1OC (stereo unspecified)	-1	-2	2.3	1.8	11	1.9	-9	-9	0
Cc1ccc(CN2CCC(n3nccc3NC(=O)CCOc3ccccc3)CC2)cc1C	1	2	1.5	-0.2	-8	1.9	2	5	-5
COc1ccc(OCC(=O)Nn2c(-c3cccc(OC)c3)nc3ccccc3c2=O)cc1	-1	3	·	-1.7	5	0.1	-4	5	0
Cc1cnc(C)c(Nc2nc(C(N)Cc3ccc(F)cc3)cs2)n1 (stereo unspecified)	·	1	-0.5	-3.1	12	·	-17	·	3
CCOc1cc(S(=O)(=O)n2nc(C)cc2C)ccc1F	-9	1	-4.6	-2.4	7	4.2	-6	2	0
CCC(C(=O)NCc1cccnc1)c1ccccc1 (stereo unspecified)	12	0	·	-0.4	7	1.0	-2	6	1
CC(=O)c1ccc(-c2cccc([C@H]3[C@@H]4C=CC[C@@H](C)[C@@H]4C(=O)N3Cc3ccccc3)c2)cc1	·	-1	2.0	0.1	5	·	-6	-2	-20
Cc1ccc(OCc2nn3c(-c4ccco4)nnc3s2)cc1	7	0	-0.8	-1.8	8	2.2	-13	3	2
CCCN(CCC)CCNC(=O)CCC(=O)Nc1ccc2nc(N3CCN(C)CC3)cc(C)c2c1	0	+	·	-2.1	16	8.6	-2	1	2
COc1cc(C(=O)Nc2cccc(-n3cnnn3)c2)cc(OC)c1OC	-9	2	-4.8	-1.5	6	1.7	5	7	7
Cc1cc2nnc(SCC(=O)NCc3cccs3)n2c2ccccc12	-4	3	-2.7	-1.0	-1	1.1	-4	6	0
CCC(=O)NC1CC2CCCC(C1)N2Cc1ccc(C)cc1 (stereo unspecified)	8	0	0.3	-2.9	2	-0.9	?	12	-7
CNC(=S)N1C2CCC1CC(NC(=O)NC13CC4CC(CC(C4)C1)C3)C2 (stereo unspecified)	-5	2	2.1	0.8	6	0.9	-4	11	-5
COC(=O)c1ccc(COc2ccccc2/C=N/O)o1	-2	0	-1.8	-1.1	5	0.9	?	1	-9
CC1(Cc2cc(Cl)ccc2C(F)(F)F)C(=O)Nc2cc(F)ccc21 (stereo unspecified)	·	-2	0.5	-2.2	-1	·	-3	·	·
O=C(O)c1csc(-c2cccs2)n1	3	-2	-0.7	-4.1	-1	0.3	1	-3	0
Oc1cccc2ccc(Nc3ccccn3)nc12	7	-5	-1.0	-2.0	15	0.0	26	15	12
O=C(Nc1nc2ccccc2n1CCN1CCOCC1)c1ccc(COc2ccccc2Br)o1	-1	4	·	-9.3	14	-2.4	-5	6	-8
CCc1nnc(NC(=O)CSCc2cc(=O)n3nc(C(C)C)sc3n2)s1	4	5	-0.3	-2.9	10	1.7	3	4	-2
CC(C)CCNC(=O)c1onc(CSc2ccc(F)cc2)c1C(=O)NCCC(C)C	-9	1	-1.4	0.3	7	2.2	3	-1	-6

Reformatted with each value named: part of the list above.
mol: Oc1cccc2ccc(Nc3ccccn3)nc12
  Rv3671c inh: 7; Mtb FBA inh: -5; BioA inh: -1.0; FadD28 FP inh: -2.0; GDH-TPI inh: 15; UGM FP inh: 0.0; BoNT-F LC inh: 26; MazF activator: 15; PrPC surface inh: 12
mol: O=C(Nc1nc2ccccc2n1CCN1CCOCC1)c1ccc(COc2ccccc2Br)o1
  Rv3671c inh: -1; Mtb FBA inh: 4; BioA inh: ·; FadD28 FP inh: -9.3; GDH-TPI inh: 14; UGM FP inh: -2.4; BoNT-F LC inh: -5; MazF activator: 6; PrPC surface inh: -8
mol: CCc1nnc(NC(=O)CSCc2cc(=O)n3nc(C(C)C)sc3n2)s1
  Rv3671c inh: 4; Mtb FBA inh: 5; BioA inh: -0.3; FadD28 FP inh: -2.9; GDH-TPI inh: 10; UGM FP inh: 1.7; BoNT-F LC inh: 3; MazF activator: 4; PrPC surface inh: -2

Some entries already given, limited to UGM FP inh, Rv3671c inh and FadD28 FP inh.
canonical_smiles | UGM FP inh | Rv3671c inh | FadD28 FP inh
Cc1ccc(OCc2nn3c(-c4ccco4)nnc3s2)cc1 | 2.2 | 7 | -1.8
CCOc1cc(S(=O)(=O)n2nc(C)cc2C)ccc1F | 4.2 | -9 | -2.4
O=C(Nc1nc2ccccc2n1CCN1CCOCC1)c1ccc(COc2ccccc2Br)o1 | -2.4 | -1 | -9.3
Cc1cc2nnc(SCC(=O)NCc3cccs3)n2c2ccccc12 | 1.1 | -4 | -1.0

The list goes on:
SMILES	Rv3671c inh	Mtb FBA inh	BioA inh	FadD28 FP inh	GDH-TPI inh	UGM FP inh	BoNT-F LC inh	MazF activator	PrPC surface inh
COCCCN1C(=O)C(=O)/C(=C(/O)c2ccc(C)cc2)C1/C=C/c1ccccc1 (stereo unspecified)	-5	5	0.2	1.3	8	1.2	-1	-1	0
Cc1ccccc1CN(C)CC(=O)Nc1cccc(S(=O)(=O)N(C)c2ccccc2)c1	4	-1	·	-5.2	-12	-1.1	1	-1	2
C[C@H]1C(=O)N(C)CCN1C(=O)c1ccc(OC2CCN(CCc3ccccc3)CC2)cc1	·	-5	-0.1	-3.8	-4	·	6	7	2
Cc1ccc(S(=O)(=O)/C(C#N)=C/c2c(N3CCN(C)CC3)nc3c(C)cccn3c2=O)cc1	-3	2	0.2	-6.4	11	·	11	2	-6
CNS(=O)(=O)c1cc(O)c2c(S(=O)(=O)NC)cccc2c1	-4	1	0.5	-2.8	9	6.4	?	-2	3
CCN(CC)C(=O)Cn1cc(S(=O)(=O)CC(=O)N2CCOCC2)c2ccccc21	3	-1	-1.4	-4.0	4	-0.5	8	0	-8
CCCCN(C(=O)CC(c1ccccc1)c1ccccc1)c1c(N)n(CCC)c(=O)[nH]c1=O	-2	-2	-1.2	-1.6	10	0.5	-2	-3	8
CCOC(=O)C1CCN(Cc2oc(CO)cc(=O)c2O)CC1	-12	-3	-0.3	-0.2	-3	-2.8	18	0	-1
O=C(O)CCN1C(=O)c2ccc(NC(=O)CSc3ccccc3)cc2C1=O	16	1	·	0.4	3	-2.1	-5	2	3
COC(=O)Cn1c(=NC(=O)c2nc3ccccc3s2)sc2cc(S(N)(=O)=O)ccc21	-10	0	·	-5.2	14	-2.1	-2	10	2
CC(c1ccccc1)N1CC(C(=O)N2CCN(c3ccc(F)cc3)CC2)CC1=O (stereo unspecified)	6	1	2.3	-0.3	0	3.2	-2	-1	-1
O=C(NCc1cccnc1)/C(=C/c1ccccc1)NC(=O)c1ccccc1	-2	2	·	1.8	-6	-0.3	0	1	-13
CCc1ccc(CN(C)C(=O)C2CCC(=O)N(Cc3cccc(OC)c3)C2)nc1 (stereo unspecified)	-2	-3	-1.9	0.3	2	1.9	-1	4	2
c1ccc(-c2nnc(-c3c[nH]c4ccccc34)nc2-c2ccccc2)cc1	-14	-1	-0.2	-1.8	16	-1.1	-8	7	-3
COc1ccc(CN2CCNC(=O)C2CC(=O)NC2CCC2)c(OC)c1 (stereo unspecified)	·	5	-0.9	-0.2	-1	0.1	-2	3	2
COc1ccc(-n2c(SCC(=O)NCC3CCCO3)nc3c([nH]c4ccccc43)c2=O)cc1OC (stereo unspecified)	-2	0	1.5	0.2	12	2.0	0	3	-3
CCCNC(=O)c1nc(C)c(C)nc1C(=O)Nc1cccc(Cl)c1	3	3	-0.7	-3.2	-1	-2.3	16	13	5
CCc1cc2c(=O)c(-c3nc4ccccc4n3C)coc2c(CN2CCN(C)CC2)c1O	7	7	-3.7&1.3	0.6	13	-1.9	0	0	-4
Cc1nn(C(C)C(=O)NC2CCCCC2)c(=O)c2nn(-c3ccccc3)c(C)c12 (stereo unspecified)	-1	2	13	-2.4	10	-1.2	2	8	-10
CCC(=O)N(Cc1ccco1)Cc1cc2cc3c(cc2[nH]c1=O)OCO3	-2	40*	·	0.4	11	7.0	-8	5	-5
COc1cccc(C2CC(c3cccs3)=NN2C(=O)CSc2nc3c(cnn3-c3ccc(F)cc3)c(=O)[nH]2)c1OC (stereo unspecified)	-14	-3	-1.4	-4.5	-7	-0.7	-5	-1	·
COc1ccc(N2C(=O)CC(Cc3ccc(Br)cc3)C2=O)cc1 (stereo unspecified)	4	2	-1.1	-3.5	17	2.3	?	11	-3
COc1ccc(Cn2c(-c3ccccc3C)nc3c(c(=O)c4ccccc4n3C)c2=O)cc1	6	3	-0.8	-4.0	-16	-1.3	-3	67*	53*
CC(C)(C)N/C=C(\C#N)S(=O)(=O)c1ccc(Br)cc1	4	-6	-0.8	-3.9	9	0.6	·	-4	-1
CC1(C)CC(=O)C=C(NCc2ccccc2)C1	7	1	-0.7	-1.7	15	2.1	-12	-11	-2
Cc1nc(NNC(=O)c2ccc(Cl)cc2Cl)cc(-c2ccccc2)n1	-3	3	1.1	-1.7	10	-1.5	6	-4	-3
CCOc1ccc(OCCC(=O)N(CC(=O)Nc2ccccc2C(F)(F)F)Cc2ccco2)cc1	-1	-1	·	-4.1	3	-1.4	14	5	9
COC(=O)c1sc2nc(C)cc(-c3ccccc3)c2c1N	5	-2	·	-4.1	-1	0.5	0	0	0
O=C1NC(=O)C(CSc2ccccc2)(c2ccccc2)N1 (stereo unspecified)	·	5	-0.9	-1.1	6	·	-6	0	11
CCC(C(=O)NC1CCCC1)N(C(=O)Cn1nnc(-c2ccc(C)o2)n1)c1ccc(F)cc1 (stereo unspecified)	·	2	-3.1	-2.6	0	·	-15	-3	-2
O=S(=O)(Nc1ccc(-c2cn3c(n2)SCC3)cc1)c1cc(F)ccc1F	·	-2	0.8	-3.0	13	·	-5	4	3
Cc1ccc(CN(C)CC(=O)Nc2cccc([N+](=O)[O-])c2)o1	-12	0	·	-1.1	1	-1.8	-1	3	-8
Cc1cccc(C)c1CC(=O)N1CCOCC1	3	1	1.1	1.0	1	0.1	-2	6	-3
CCCCn1nnc(NC(=O)c2ccc([N+](=O)[O-])cc2Cl)n1	10	1	-0.2	-3.1	8	0.2	6	-4	-24
O=C(CCc1ccccc1)NCCc1nc2ccccc2[nH]1	-4	-1	·	-4.0	0	-1.6	-4	3	1
Cn1cc(CN2CCC[C@H]2CO)c(-c2cccc(Cl)c2)n1	3	1	-0.9	-3.3	-2	0.2	0	0	-7
CN1CCN(C(=O)c2cc([N+](=O)[O-])ccc2Cl)CC1	7	3	-0.4	0.0	7	1.3	?	10	-20
Cc1ccn2c(=O)c(C(=O)NCCCN3CCCCC3C)c(O)nc2c1 (stereo unspecified)	5	10	0.3	-0.3	9	0.0	-6	-3	·
Cc1ccc2nc(SCC(=O)Nc3ccc4sc(C)nc4c3)c(C#N)cc2c1	-4	0	-1.8	-4.7	17	-2.6	-3	168*	1
O=C(CSCc1ccccc1)Nc1cccc(C(=O)Nc2ccccc2C(=O)O)c1	-8	2	·	-18	-5	2.4	0	-3	1
CCC(=O)Nc1ccc2c(c1)nc1n2CCSC1	0	5	0.4	-2.9	2	-0.5	·	0	0
COc1cccc(-c2nc(CS(=O)CC(=O)NC3CCCC3)c(C)o2)c1 (stereo unspecified)	1	0	-2.0	-3.4	-5	-1.3	-3	9	-4
CCCCN(CC)S(=O)(=O)c1ccc(C(=O)N=c2sc3cc(NC(C)=O)ccc3n2C)cc1	-7	10	1.0	-2.4	9	2.1	-9	-18	5
Cc1ccc(C)c(NC(=O)CCN2C(=O)[C@@H]3Cc4ccccc4CN3C2=O)c1	13	-3	0.4	-3.3	-1	1.8	3	3	1
CCN(CC)CCC(c1ccc2c(c1)OCO2)c1c(O)cc(OC)cc1OC (stereo unspecified)	4	0	-0.9	-2.0	8	-0.8	-9	10	-1
COc1ccccc1C1=NN(C(=S)Nc2ccccc2)C(c2ccco2)C1 (stereo unspecified)	-13	-3	0.2	-5.6	26	2.4	-6	-7	-3
Nc1ccc(C(=O)N2CCN(S(=O)(=O)c3ccc(Cl)s3)CC2)cc1[N+](=O)[O-]	-13	0	10	0.2	3	-0.8	5	0	-16
CCn1c(-c2ccsc2)nc2c1c(=O)[nH]c(=O)n2Cc1ccccc1	-2	-1	·	-1.4	5	3.3	-7	3	-2
O=C(Nc1cccc2ccccc12)C12CC3CC(C1)CC(n1cnc([N+](=O)[O-])n1)(C3)C2	-5	1	-0.5	-0.6	13	0.3	8	3	-30
Cc1cc(N2CCCC2)ccc1/C=N/n1cnnc1	-5	-1	1.0	0.8	21	0.9	-23	5	0
